Bioassay records: PubChem, several laboratories
SR-BI uptake up: activators of SR-BI mediated DiI-HDL uptake, primary screen, ldlA[mSR-BI] CHO cells, DiI fluorescence. 3 h; 100 = double the neutral-control signal. activation, % at 12.5 µM. actives 0.096% (n = 320,000). AID 504775, 2011;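 active means mean replicate activation of at least 60% and every replicate at or above 60%; inconclusive means mean or all-replicate condition met, but not both; inactive means mean below 60% and not all replicates reaching 60%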;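 further: 0% = median plate neutral-control signal and 100% = twice that signal; values of inactives mirror those of a sister screen read the other way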
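material = CHO ldlA[mSR-BI] cells | medium = Ham's F12 with 0.5% BSA, HEPES 25 mM, pH 7.4 | reagent = fluorescent DiI-HDL, 10 µg/mL final | compound dosing = single-point compound dose | incubation = 3 h, 37 °C | measured by = bottom-read fluorescence, 550/595 nm | measure = HDL uptake via cellular fluorescence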
SR-BI HDL uptake: inhibitors of SR-BI mediated HDL lipid uptake, primary screen, ldlA[mSR-BI] cells, fluorescence, single point | Scavenger receptor class B member 1 (Mus musculus), Q61009 | ldlA[mSR-BI] CHO cells, DiI-HDL uptake fluorescence, 3 h | inhibition, % at 12.5 µM | actives 0.96% (n = 320,000);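 active means mean replicate inhibition of at least 70% and a set share of replicates each scoring 70 or more; inconclusive means meets just one of the two criteria; inactive means fails both criteria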;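 further: 0% = median of neutral control wells and 100% = median of positive control wells; values of inactives mirror those of a sister screen read the other way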
cardiac RTF act: cardiac RTF calcium sensitivity activators, primary screen, biochemical, IANBD-TnC fluorescence, EC20 calcium; actives 0.24% (n = 340,000); activation, % at 7.2 µM; IANBD-labeled TnC RTF fluorescence at EC20 calcium; 0% EC20 calcium, 100% full calcium;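 active means activation above the mean over all tested compounds plus 3 SD, cut at about 30% in these data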;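 further: rise in fluorescence read as greater calcium sensitivity of cardiac thin filaments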
Wnt act: Wnt/beta-catenin pathway activators, primary screen, cell-based, plate reader, single point | Wnt/beta-catenin reporter cell assay, activator | activation, % at 9.35 µM | actives 1.2% (n = 300,000); in the data active means activation above about 30%, passing the limit was not always enough; inconclusive means no clear call, values can overlap the other calls;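 further: 0% = neutral control wells and 100% = positive control wells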
HTR5A ag ctr: HTR5A agonists in luminescence cell assay, primary screen, counter-screen for OPRM1-OPRD1 heterodimer agonist project, full-deck HTS | 5-hydroxytryptamine receptor 5A (Homo sapiens), P47898 | activation, % at 9.3 µM | cell-based | actives 0.61% (n = 340,000) | AID 504692, 2011; in the data active means activation mostly above about 9.5%, no sharp cut-off; inactive means mostly below about 7.6%;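 further: 0% = cells with vehicle only and 100% = reference agonist; strong numbers were not always called active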
dFosB activator: activators of delta FosB homodimer, primary screen, biochemical, fluorescence polarization, TAMRA-CDK5 oligo, single point. actives 0.99% (n = 340,000). Protein FosB (Mus musculus), P13346. activation, % at 25 µM. purified delta FosB; percent of positive-control signal above neutral wells;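 active means mean activation above about 17%, with every replicate also reaching it, limit read from the data, passing the limit was not always enough; inconclusive means only one of the two conditions met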;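 further: fluorescence polarization rise as delta FosB binds a TAMRA Cdk5 AP-1 oligo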
CDK5 inh: inhibitors of human CDK5/p35 kinase, primary screen, biochemical, single concentration; Recombinant CDK5/p35, ADP-Glo luminescence, 60 min; Cyclin-dependent kinase 5 (Homo sapiens) + Cyclin-dependent kinase 5 activator 1 (Homo …; inhibition, % at 10 µM; AID 488839, 2010; actives 0.01% (n = 330,000);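 active means highest replicate inhibition of at least 50% and at least 75% of replicates reaching 50%; inconclusive means only one of the two criteria met; inactive means both criteria failed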;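 further: plate controls were DMSO neutral control for no effect and GW8510 at 10 µM for full effect; many of its hits are not listed in these tables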
Target sequence (Q00535 whole entry, looked up): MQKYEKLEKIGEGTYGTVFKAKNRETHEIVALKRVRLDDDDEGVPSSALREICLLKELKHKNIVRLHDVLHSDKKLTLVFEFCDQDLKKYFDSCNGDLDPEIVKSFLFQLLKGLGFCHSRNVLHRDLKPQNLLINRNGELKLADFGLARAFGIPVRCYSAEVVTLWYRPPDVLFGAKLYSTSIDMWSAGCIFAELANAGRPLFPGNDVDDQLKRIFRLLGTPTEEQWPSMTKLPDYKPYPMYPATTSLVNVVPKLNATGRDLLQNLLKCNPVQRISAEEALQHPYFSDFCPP
Target sequence (Q15078 whole entry, looked up): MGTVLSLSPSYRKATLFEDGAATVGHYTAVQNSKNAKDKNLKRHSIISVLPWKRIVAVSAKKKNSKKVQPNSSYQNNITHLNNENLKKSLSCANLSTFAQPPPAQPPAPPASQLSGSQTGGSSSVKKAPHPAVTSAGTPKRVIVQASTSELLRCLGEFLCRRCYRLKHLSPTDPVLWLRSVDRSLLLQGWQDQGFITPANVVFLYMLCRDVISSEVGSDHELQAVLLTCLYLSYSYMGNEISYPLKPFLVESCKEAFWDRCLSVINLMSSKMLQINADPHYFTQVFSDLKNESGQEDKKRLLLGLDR
MITF TRPM1 HTS: activators of MITF-driven TRPM1 promoter reporter, primary screen, cell-based, SK-MEL-5, luciferase, single point. SK-MEL-5 TRPM1-promoter luciferase, 24 h; % of positive control, neutral wells = 0. activation, % at 12.5 µM. actives 0.75% (n = 300,000);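 active means mean activation of at least 80% with every replicate also reaching 80%; inconclusive means mean reaches 80% but some replicate falls short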;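 further: 0% = neutral control wells and 100% = parthenolide positive control wells; values of inactives mirror those of a sister screen read the other way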
Rtt109 HAT inh: inhibitors of C. albicans Rtt109/Vps75 HAT, primary screen, biochemical, ThioGlo CoA-SH fluorescence, plate reader; purified Rtt109/Vps75, 4 h; AID 540336, 2011; inhibition, % at 34.9 µM; Histone acetyltransferase RTT109 (Candida albicans (strain SC5314 / ATCC MYA-2876)), …; actives 0.16% (n = 330,000);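 active means inhibition of at least 50% in every replicate; inconclusive means best replicate reaches 50% inhibition but some replicates fall short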
Target sequence (Q5AAJ8 whole entry, looked up): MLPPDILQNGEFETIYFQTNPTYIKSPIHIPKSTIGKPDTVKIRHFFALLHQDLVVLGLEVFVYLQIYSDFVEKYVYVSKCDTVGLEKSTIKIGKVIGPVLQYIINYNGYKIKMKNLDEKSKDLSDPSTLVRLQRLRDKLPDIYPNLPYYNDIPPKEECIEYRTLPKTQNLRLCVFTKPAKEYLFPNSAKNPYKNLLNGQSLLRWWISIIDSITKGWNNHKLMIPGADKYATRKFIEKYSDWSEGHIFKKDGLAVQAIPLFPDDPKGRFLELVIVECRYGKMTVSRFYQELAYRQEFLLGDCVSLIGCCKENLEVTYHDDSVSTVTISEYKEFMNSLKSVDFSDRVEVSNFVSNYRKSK
PvdQ inh: P. aeruginosa PvdQ acylase inhibitors, primary screen, biochemical, fluorescence, plate reader and imaging, single point; purified PvdQ acylase; inhibition, % at 10 µM; actives 0.063% (n = 340,000); AID 488965, 2010; in the data active means inhibition above about 30%, passing the limit was not always enough; inconclusive means no clear call, values can overlap the other calls;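 further: 0% = vehicle neutral wells and 100% = reference inhibitor wells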
* marks the source's active call; other numbers are inactive results.

CCN(CC)S(=O)(=O)c1ccc(OCC(=O)NC(=O)c2ccccc2OC)c([N+](=O)[O-])c1 was read as SR-BI uptake up -39, SR-BI HDL uptake 39, cardiac RTF act -6, Wnt act -1, HTR5A ag ctr 1, dFosB activator 1, CDK5 inh -2.3, MITF TRPM1 HTS 0, Rtt109 HAT inh -5 and PvdQ inh -18.
For CCN(CC)CCNc1ncnc2c1sc1nc(N3CCOCC3)c3c(c12)CC(C)(C)SC3 the results were SR-BI uptake up 28, SR-BI HDL uptake -28, cardiac RTF act -2, Wnt act 2, HTR5A ag ctr -4, dFosB activator 2, CDK5 inh -0.8, MITF TRPM1 HTS 7, Rtt109 HAT inh inconclusive and PvdQ inh 4.
CC(C)Cn1c(-c2ccc(Br)o2)n[nH]c1=S was read as SR-BI uptake up 6, SR-BI HDL uptake -6, cardiac RTF act 2, HTR5A ag ctr 1, dFosB activator -4, CDK5 inh 1.9, MITF TRPM1 HTS 0, Rtt109 HAT inh 0 and PvdQ inh -4.
For Cc1cccc(C)c1NC(=O)c1cc(S(=O)(=O)N2CCOCC2)ccc1F the results were SR-BI uptake up -2, SR-BI HDL uptake 2, cardiac RTF act -3, Wnt act -2, HTR5A ag ctr 6, dFosB activator 0, CDK5 inh -2.2, MITF TRPM1 HTS 12, Rtt109 HAT inh 0 and PvdQ inh -11.
Screening CN(c1ccccc1)S(=O)(=O)c1ccc(NC(=S)NC(=O)C2CC2)cc1 returned SR-BI uptake up -1, SR-BI HDL uptake 1, cardiac RTF act 1, Wnt act 0, HTR5A ag ctr 4, dFosB activator -1, CDK5 inh -1.3, MITF TRPM1 HTS -9, Rtt109 HAT inh inconclusive and PvdQ inh -1.
Screening CC(=O)Nc1ccc(NC(=O)C(C)OC(=O)CC2CCCC2)cc1 (stereo not drawn) returned SR-BI uptake up 47, SR-BI HDL uptake -47, cardiac RTF act 1, Wnt act -1, HTR5A ag ctr 7, dFosB activator 6, CDK5 inh 1.2, MITF TRPM1 HTS 1, Rtt109 HAT inh 8 and PvdQ inh 6.
For O=C(Nc1ccc(S(=O)(=O)Nc2nccs2)cc1)C(F)(F)F the results were cardiac RTF act -3, Wnt act 4, HTR5A ag ctr 3, dFosB activator -8, CDK5 inh 0.5, Rtt109 HAT inh -6 and PvdQ inh -1.
COC(=O)C(C(=O)OC)c1ccc(-n2cccc2)cc1 was read as cardiac RTF act -2, Wnt act -2, HTR5A ag ctr 3, dFosB activator 1, CDK5 inh 1.7, MITF TRPM1 HTS 16, Rtt109 HAT inh 5 and PvdQ inh 7.
CCN(Cc1ccccc1)C(=O)CSc1nncn1C was read as SR-BI uptake up 30, SR-BI HDL uptake -30, cardiac RTF act -1, Wnt act -2, HTR5A ag ctr -1, dFosB activator 0, CDK5 inh 0.1, MITF TRPM1 HTS -3, Rtt109 HAT inh 3 and PvdQ inh -10.
`CC(C)CNS(=O)(=O)c1cc(C(=O)N2CC(C)OC(C)C2)c(Cl)cc1Cl` (stereo not drawn) gave SR-BI uptake up 12, SR-BI HDL uptake -12, cardiac RTF act 1, Wnt act -3, HTR5A ag ctr 4, dFosB activator 8, CDK5 inh -1.0, MITF TRPM1 HTS 0 and PvdQ inh -5.
CN(C)CCCN(C(=O)C1COc2ccccc2O1)c1nc2ccc(F)cc2s1 (stereo not drawn) was read as SR-BI uptake up 0, SR-BI HDL uptake 0, cardiac RTF act -3, Wnt act 3, HTR5A ag ctr 7, dFosB activator -4, CDK5 inh -0.7, MITF TRPM1 HTS 5, Rtt109 HAT inh 8 and PvdQ inh -11.
`O=C(CN1C(=O)COc2ccccc21)NCCN1CCC(Cc2ccccc2)CC1` gave SR-BI uptake up 9, SR-BI HDL uptake -9, cardiac RTF act 0, HTR5A ag ctr 1, dFosB activator -9, CDK5 inh -0.1, MITF TRPM1 HTS 5, Rtt109 HAT inh 5 and PvdQ inh -15.
`CC(=O)C1=C(O)C(=O)N(Cc2ccccc2)C1c1ccco1` (stereo not drawn) gave SR-BI uptake up -10, SR-BI HDL uptake 10, cardiac RTF act -2, Wnt act -5, HTR5A ag ctr 3, dFosB activator 4, CDK5 inh 1.4, MITF TRPM1 HTS -4, Rtt109 HAT inh -7 and PvdQ inh 13.
`CC(C)(C)OC(=O)N1CCC(c2c(C(=O)O)cnn2-c2ccc(Cl)cc2)CC1` gave SR-BI uptake up 4, SR-BI HDL uptake -4, cardiac RTF act -2, HTR5A ag ctr -7, dFosB activator -13, CDK5 inh -1.0, MITF TRPM1 HTS -22, Rtt109 HAT inh 5 and PvdQ inh 0.
Screening CC(=O)Nc1ccc(S(=O)(=O)N2CCN(S(=O)(=O)N3CCC(C)CC3)CC2)cc1 returned cardiac RTF act -3, Wnt act 1, HTR5A ag ctr 4, dFosB activator 9, CDK5 inh -2.7, MITF TRPM1 HTS -10, Rtt109 HAT inh -10 and PvdQ inh -11.
`O=C(CCCc1ccccc1)NC1CC1` gave SR-BI uptake up 10, SR-BI HDL uptake -10, cardiac RTF act -1, HTR5A ag ctr 3, dFosB activator -10, CDK5 inh -0.3, MITF TRPM1 HTS 6, Rtt109 HAT inh -1 and PvdQ inh -8.
Cn1cc(Cl)c(C(=O)N/N=C/c2ccc3c4c(cccc24)CC3)n1 was read as SR-BI uptake up -27, SR-BI HDL uptake 27, cardiac RTF act -3, HTR5A ag ctr 1, dFosB activator 6, CDK5 inh -0.7, MITF TRPM1 HTS 77, Rtt109 HAT inh 7 and PvdQ inh 4.
For CC1CC(=S)Nc2ccccc2N1C(=O)Nc1ccccc1 (stereo not drawn) the results were SR-BI uptake up 4, SR-BI HDL uptake -4, cardiac RTF act 1, Wnt act 1, HTR5A ag ctr -2, dFosB activator -4, CDK5 inh 1.1, MITF TRPM1 HTS -13, Rtt109 HAT inh 7 and PvdQ inh 8.
CNC(=O)c1sc(-c2ccc(Cl)cc2)nc1C was read as SR-BI uptake up -29, SR-BI HDL uptake 29, cardiac RTF act 1, Wnt act 8, HTR5A ag ctr 2, dFosB activator 0, CDK5 inh -0.4, MITF TRPM1 HTS 40, Rtt109 HAT inh -2 and PvdQ inh 0.
For COc1ccc(OC)c(NC(=O)NNC(=O)COc2ccc(-c3ccccc3)cc2)c1 the results were SR-BI HDL uptake 13, cardiac RTF act 2, Wnt act 0, HTR5A ag ctr 12, dFosB activator 3, CDK5 inh -1.8, MITF TRPM1 HTS 3, Rtt109 HAT inh 6 and PvdQ inh -10.
For O=C(NCCCn1ccnc1)c1ccc(N2CCCCCC2)c([N+](=O)[O-])c1 the results were SR-BI uptake up -7, SR-BI HDL uptake 7, cardiac RTF act -6, Wnt act -1, HTR5A ag ctr -4, dFosB activator -7, CDK5 inh 0.3, MITF TRPM1 HTS -6 and PvdQ inh -15.
CC(C)(C)OC(=O)N/N=C/c1cc(N=Nc2ccccc2)ccc1O was read as SR-BI uptake up -32, SR-BI HDL uptake 32, cardiac RTF act -3, HTR5A ag ctr 6, dFosB activator 0, MITF TRPM1 HTS 12, Rtt109 HAT inh -5 and PvdQ inh 0.
COc1cccc(CNC(=O)CCCn2ncn3c(cc4occc43)c2=O)c1 was read as SR-BI uptake up -10, SR-BI HDL uptake 10, cardiac RTF act -3, Wnt act 0, HTR5A ag ctr -3, dFosB activator -5, CDK5 inh -0.2, MITF TRPM1 HTS -3, Rtt109 HAT inh 10 and PvdQ inh 10.
For CCOC(=O)/C=C1\NC2(CCCCC2)Cc2cc(OC)c(OC)cc21 the results were SR-BI uptake up 0, SR-BI HDL uptake 0, cardiac RTF act -11, Wnt act -1, HTR5A ag ctr 0, dFosB activator -9, CDK5 inh 0.8, MITF TRPM1 HTS -7, Rtt109 HAT inh 1 and PvdQ inh -5.
For CCC(C)Cn1c(S(=O)(=O)O)nc2ccccc21 (stereo not drawn) the results were SR-BI uptake up 26, SR-BI HDL uptake -26, cardiac RTF act -7, Wnt act -1, HTR5A ag ctr 4, dFosB activator 6, CDK5 inh 2.0, MITF TRPM1 HTS -3, Rtt109 HAT inh -14 and PvdQ inh -3.
C/C(=N/NC(=O)c1ccoc1C)c1cccc(NC(=O)C2CC2)c1 was read as SR-BI uptake up 6, SR-BI HDL uptake -6, cardiac RTF act 5, Wnt act 9, HTR5A ag ctr -3, dFosB activator -2, CDK5 inh 2.0, MITF TRPM1 HTS -14, Rtt109 HAT inh 0 and PvdQ inh -11.
`CC(C)[Si]1(C(C)C)OCC2OC(n3cnc4c(N)ncnc43)C(N)C2O[Si](C(C)C)(C(C)C)O1` (stereo not drawn) gave SR-BI uptake up 27, SR-BI HDL uptake -27, cardiac RTF act -6, Wnt act -3, dFosB activator -2, CDK5 inh -0.8, MITF TRPM1 HTS 5, Rtt109 HAT inh -1 and PvdQ inh -2.
`CCn1nc(C)c(NC(=O)c2ccc(Br)o2)c1C` gave SR-BI uptake up 24, SR-BI HDL uptake -24, cardiac RTF act -1, Wnt act -1, HTR5A ag ctr 2, dFosB activator -4, CDK5 inh 1.6, MITF TRPM1 HTS -5, Rtt109 HAT inh 4 and PvdQ inh 7.
Screening Cc1nc(N2CCOCC2)nc(N2CCC(C)CC2)c1[N+](=O)[O-] returned SR-BI uptake up -64, SR-BI HDL uptake 64, cardiac RTF act -5, Wnt act -1, HTR5A ag ctr 2, dFosB activator -8, CDK5 inh 1.2, Rtt109 HAT inh -13 and PvdQ inh -5.
For Cc1ccccc1C(=O)O/N=C(\c1ccccc1)c1ccccn1 the results were SR-BI uptake up -22, SR-BI HDL uptake 22, cardiac RTF act -7, HTR5A ag ctr -1, dFosB activator -14, CDK5 inh 0.7, MITF TRPM1 HTS 6, Rtt109 HAT inh -11 and PvdQ inh 11.
CCn1c2ccccc2c2nnc(SCC(=O)NCCOC)nc21 was read as SR-BI uptake up 11, SR-BI HDL uptake -11, cardiac RTF act -1, HTR5A ag ctr 5, dFosB activator -1, CDK5 inh 0.9, MITF TRPM1 HTS -1, Rtt109 HAT inh 6 and PvdQ inh 8.
For COc1cc2c(cc1OC)C(c1ccccc1)N(S(C)(=O)=O)CC2 (stereo not drawn) the results were SR-BI uptake up 11, SR-BI HDL uptake -11, cardiac RTF act 0, Wnt act -3, HTR5A ag ctr -1, dFosB activator 1, CDK5 inh 0.5, MITF TRPM1 HTS 0, Rtt109 HAT inh 9 and PvdQ inh -9.
For Cc1ccc(S(=O)(=O)c2nnn3c2nc(N2CCN(c4ccccn4)CC2)c2ccccc23)cc1C the results were SR-BI uptake up 19, SR-BI HDL uptake -19, cardiac RTF act -3, Wnt act 0, HTR5A ag ctr 1, dFosB activator -1, CDK5 inh -1.2, MITF TRPM1 HTS 11, Rtt109 HAT inh 4 and PvdQ inh -1.
